Screens: PubChem, National Center for Advancing Translational Sciences (NCATS)
RXFP1 ag: activates the human relaxin receptor RXFP1; Q9HBX9; HEK293T-RXFP1 cAMP TR-FRET, 30 min; response scale: percent of porcine relaxin response, buffer zero; Potency, µM (top dose mostly 57.5 µM), inactives show at the top dose activation, hits mostly activators; 0.3% of 370,000 active; AID 2676; further: potency means the concentration at half of the fitted maximal effect; on the % scale 0 is the no-effect control and ±100 the full control effect; nearly all actives have a fitted effect of over 60% in size; many of its hits are not listed in these tables
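Agonist response is measured as cAMP accumulation in an RXFP1-transfected HEK293T line under PDE4 inhibition. Values are scaled between buffer-only and 29 nM porcine relaxin, and EC50s come from standard Hill equation fits.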
D2 potentiator: D2 dopamine receptor (human) potentiation; P14416; HEK293 T-REx D2, calcium flux, EC20 dopamine potentiation; potentiation, % at 10 µM; 0.34% of 340,000 active;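 active means potentiation over 3 SD above the plate norm, cut at about 30% in these data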; further: 0% is about no effect
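Primary screen. Calcium kinetics in induced HEK293 T-REx D2 cells: compound pre-addition 180 s, EC20 dopamine, 180 s more.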
D1 antag: human D1 dopamine receptor antagonism; P21728; HEK293 TREx D1 cells, calcium flux, dopamine EC80; hits give low values; activity change, negative = inhibition, % at 10 µM; 3.2% of 360,000 active; AID 504652; in the data active means activity change below about -30%; further: on the % scale 0 is the no-effect control and ±100 the full control effect
Target sequence (P21728 whole entry, looked up): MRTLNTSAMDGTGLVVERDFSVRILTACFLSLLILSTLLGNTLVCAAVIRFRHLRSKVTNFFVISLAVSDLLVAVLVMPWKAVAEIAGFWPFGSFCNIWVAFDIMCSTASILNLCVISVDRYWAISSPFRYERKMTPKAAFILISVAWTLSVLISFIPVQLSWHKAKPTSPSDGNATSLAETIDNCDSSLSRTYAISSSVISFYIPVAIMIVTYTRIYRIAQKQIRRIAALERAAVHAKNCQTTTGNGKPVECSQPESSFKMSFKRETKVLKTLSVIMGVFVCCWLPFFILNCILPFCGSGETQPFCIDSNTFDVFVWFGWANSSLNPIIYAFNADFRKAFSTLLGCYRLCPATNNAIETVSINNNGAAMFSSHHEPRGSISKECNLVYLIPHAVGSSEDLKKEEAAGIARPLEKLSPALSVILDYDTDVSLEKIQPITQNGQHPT
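Calcium flux readout: force-coupled, inducible Hek293 Trex D1 line, cells induced overnight at 30 C with tetracycline, dye-loaded 30–90 min at RT. Antagonism scored against EC80 dopamine challenge given 180 s after compound.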
Vif-APOBEC3F blk: inhibitors of Vif-A3F interaction; HeLa A3F-eYFP + Vif (tagged APOBEC3F with the HIV-1 protein that degrades it), YFP fluorescence increase; Potency, µM (doses to about 46.1 µM), without a hit: top-dose activity, negative = active; 0.2% of 390,000 active; AID 602313; further: potency means the concentration at half of the fitted maximal effect; % of control where 0% means no effect; nearly all actives have a fitted effect of over 65% in size
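Fluorescence increase (Ex 488/Em 500-530) after overnight compound treatment at 37 deg C flags inhibition of Vif-driven A3F-eYFP loss in stable HeLa A3F-eYFP/Vif cells seeded overnight beforehand.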
D1 potentiator: potentiators of human D1 dopamine receptor; P21728; HEK293 TREx D1 cells, calcium flux, dopamine EC20 potentiation; potentiation, % at 10 µM; 0.036% of 360,000 active; AID 504651; in the data active means potentiation above about 30%; further: 0% is about no effect
GRP78 ERSR act: inducers of ER stress response in human glioma cells; U87-MG GRP78 promoter luciferase reporter, 16 h; Potency, µM, inactives show top-dose activation, usual class: activators; 0.02% of 420,000 active; AID 602332; further: potency means the concentration at half of the fitted maximal effect; series mostly up to about 76 µM; % of control where 0% means no effect; nearly all actives have a fitted effect of over 35% in size
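Stably transfected U87-MG human glioma cells carrying a GRP78-based luminescent sensor were seeded at 1000 cells/well, pin-dosed with compounds and incubated 16 h. Luciferase reagent was then added, and end-point luminescence was read after 10 min at room temperature.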
LDHA inh: inhibitors of human lactate dehydrogenase A | purified LDHA, NADH/diaphorase-resazurin fluorescence; hits give low values | activity change, % (values are at about 110 or 230 µM) | 0.15% of 480,000 active | AID 1347041; in the data active means activity change below about -30%; inconclusive means mostly about -25% to -30%;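 further: plate controls were DMSO wells for no effect and wells without enzyme for full effect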
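Human LDH5 (2 nM) was incubated with 0.06 mM NADH and 0.2 mM pyruvate for 5 min at room temperature in Tris pH 7.4. Remaining NADH was coupled through diaphorase/resazurin, and resorufin fluorescence was read at 0 and 20 min.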
D1 agonist: agonists of human D1 dopamine receptor. P21728. HEK293 T-REx D1 cells, calcium flux, agonist mode. activation, % at 2 µM. 1% of 360,000 active. AID 504660; in the data active means activation above about 30%; further: 0% is about no effect
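Tetracycline-induced HEK293 TREx D1 cells, force-coupled to calcium signalling, were dye-loaded with a no-wash calcium kit. Compound was pin-added after a 10 s baseline. Fluorescence was read kinetically at 1 cycle/s for 180 s, with calcium rises flagged as agonism.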
Vif-APOBEC3G blk: Vif-A3G binding inhibition; Q9HC16; HeLa A3G-eYFP + Vif (tagged APOBEC3G with the HIV-1 protein that degrades it), YFP fluorescence, overnight; Potency, µM (highest dose often 46.1 µM), for the others: at the top dose activity, negative = active, usual class: inhibitors; 0.076% of 410,000 active;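 further: potency means the concentration at half of the fitted maximal effect; on the % scale 0 is the no-effect control and ±100 the full control effect; nearly all actives have a fitted effect of over 60% in size; hits raise eYFP signal because A3G escapes Vif-driven loss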
Target sequence (Q9HC16 whole entry, looked up): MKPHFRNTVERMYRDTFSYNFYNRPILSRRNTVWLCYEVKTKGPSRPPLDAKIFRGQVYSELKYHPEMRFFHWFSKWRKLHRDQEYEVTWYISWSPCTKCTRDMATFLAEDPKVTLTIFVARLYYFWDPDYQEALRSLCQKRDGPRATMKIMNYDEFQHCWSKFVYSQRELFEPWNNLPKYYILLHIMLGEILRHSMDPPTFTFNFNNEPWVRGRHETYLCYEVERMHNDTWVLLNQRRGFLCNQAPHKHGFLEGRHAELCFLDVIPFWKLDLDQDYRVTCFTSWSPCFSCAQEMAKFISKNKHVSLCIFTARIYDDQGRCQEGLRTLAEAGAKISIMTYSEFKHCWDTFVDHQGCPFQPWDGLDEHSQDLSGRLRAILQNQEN
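Read-out is eYFP fluorescence (Ex 488/Em 500-530) from Vif-expressing HeLa A3G-eYFP cells; more signal means A3G escaped Vif-mediated degradation. Cells plated overnight, compound pinned in, incubated overnight at 37 deg C.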
An asterisk follows results filed as active; ? = inconclusive; nt = no result given; & = joins results of further samples. Unless noted, the call rests on the fitted dose curve; in most records, active means well fitted curve in the direction sought with a large enough effect; inconclusive means small, poorly fitted or top-dose-only effect, or another doubt; inactive means no such curve, though single readings can be large; an effect the other way counts as inactive or inconclusive.

SMILES | RXFP1 ag | D2 potentiator | D1 antag | Vif-APOBEC3F blk | D1 potentiator | GRP78 ERSR act | LDHA inh | D1 agonist | Vif-APOBEC3G blk
C=CCn1c(SCC(=O)NCc2ccco2)nc2sc3c(c2c1=O)CCCC3 | 0.7% | -10.1 | 7.4 | -13.4% | -7.2 | -2.5% | -7.0 | 3.2 | -0.9%
O=C(c1cc(-c2ccccc2Cl)on1)N1CCCC1 | 0.0% | 0.7 | 2.3 | -5.5% | -5.7 | -12.4% | -11.2 | 4.9 | -4.9%
COC(CNC(=O)c1ccc2c(c1)ncn2-c1ccc(F)cc1F)OC | 0.2% | 5.4 | -5.1 | -10.1% | -4.0 | -4.1% | -5.0 | 0.0 | -2.3%
Cc1ccc(CCCNC(=O)C2CCC(=O)N(Cc3cccc(F)c3)C2)cc1 (centres undefined) | -1.3% | 1.8 | -20.0 | 10.3% | -2.1 | 5.3% | -6.7 | 0.8 | 6.5%
CN(C)CCCN(C(=O)c1ccc(S(=O)(=O)N2CCCCCC2)cc1)c1nc2c(F)cccc2s1 | -0.1% | -1.8 | 1.2 | -10.8% | -4.2 | 2.5% | -4.7 | -1.4 | -1.3%
COc1ccc(CCNc2nc3c(-c4cccc(C)c4)nnn3c3ccccc23)cc1OC | ? | -6.5 | 0.8 | 1.2% | -0.2 | -0.1% | -0.3 | 2.2 | 5.0%
CC(C)CCOc1ccc(C(=O)N2CCCC2C(=O)O)cc1 (centres undefined) | 0.0% | 1.6 | 21.0 | 8.9% | -4.1 | -1.3% | -1.9 | 2.6 | -0.3%
NC(=S)Nc1cc2ccccc2c2ccccc12 | 1.1% | -8.4 | 6.7 | 1.2% | -7.0 | -2.4% | 7.6 | 3.2 | -1.3%
O=C(NCCCCNC(=O)c1ccccn1)c1ccccn1 | 0.2% | -2.3 | 1.6 | -0.7% | -1.4 | -2.0% | 5.2 | 2.0 | -2.7%
O=C(NCc1ccco1)c1ccccc1-c1ccccc1 | 0.1% | -7.6 | -5.6 | 7.1% | -4.8 | -3.8% | -0.9 | 0.2 | 0.5%
CC1CN(C(=O)COC(=O)/C=C/c2cccc([N+](=O)[O-])c2)CC(C)O1 (centres undefined) | nt | nt | nt | 2.9% | nt | -3.2% | -5.5 | nt | -0.7%
COCCn1c(=O)c2ccccc2c2ccccc2c1=O | 0.4% | 2.4 | 3.0 | 4.5% | -3.9 | -3.4% | -3.3 | 0.0 | -0.3%
Cc1cc2cc(CNC(=O)CC(C)C)ccc2n1C | 0.2% | -4.8 | -8.3 | -3.2% | -10.8 | -3.9% | -6.9 | 3.8 | 0.1%
Cc1cc(OCC(=O)Nc2ccc(CN3CCOCC3)cc2)c2c(C)cc(=O)oc2c1 | 4.4% | -6.9 | -7.8 | -0.7% | 0.8 | -3.4% | -7.1 | 2.0 | 3.1%
O=C1CC(c2ccccc2)CC(O)=C1C=NC1CCCCC1 (centres undefined) | -1.0% | -4.3 | -3.2 | 0.0% | -2.7 | 1.2% | -8.4 | 2.1 | -27.4%
CCCc1cc(CNC(=O)C2CCC(=O)N(CCc3cccc(F)c3)C2)on1 (centres undefined) | 0.4% | -5.1 | 15.8 | 6.4% | -0.4 | -1.8% | -0.3 | 3.3 | 1.1%
Cc1nn(C)c(C)c1S(=O)(=O)N(CC(=O)N1CCN(c2ccccc2)CC1)c1ccc(C(C)C)cc1 | -2.1% | 2.2 | 5.4 | -4.3% | -1.6 | -4.3% | -6.0 | -2.5 | 3.2%
CCCCn1c(SCn2nnc3ccccc3c2=O)nc2cc(C(=O)OC)ccc2c1=O | 2.6% | -2.3 | 0.8 | nt | -12.2 | nt | nt | 0.2 | nt
O=C(c1ccco1)N(Cc1ccc([N+](=O)[O-])cc1)c1ccc(Br)cc1 | -0.1% | -2.2 | 0.2 | 0.1% | -2.3 | -1.3% | -3.7 | -0.5 | -6.2%
Cc1c(C#N)c2ccccc2n1CC(=O)NCC1CCCO1 (centres undefined) | 1.9% | -1.8 | 17.4 | -7.6% | 1.4 | -6.6% | -0.4 | 1.0 | -1.3%
Cc1cccc(S(=O)(=O)Nc2ccc(-c3ccc4nncn4n3)cc2)c1 | 2.6% | 7.9 | -7.1 | 1.8% | -6.0 | 0.4% | -0.4 | 8.3 | -6.6%
COc1cc(OC)cc(C(=O)n2cnnc2N)c1 | -0.1% | -0.7 | -7.6 | 2.3% | -3.2 | -5.5% | 0.2 | 1.0 | -1.1%
O=C(CN1C(=O)NC2(CCCC2)C1=O)Nc1cc(S(=O)(=O)N2CCOCC2)ccc1OCC(F)(F)F | -1.7% | 6.6 | -49.9* | -2.1% | -1.0 | 0.6% | -11.6 | 2.4 | -0.4%
COc1cccc(C(=O)n2cnnc2N)c1OC | -0.1% | 1.0 | -12.6 | -2.6% | -2.1 | -7.4% | 3.4 | -2.9 | -8.6%
Cc1ccc(C)c(CSc2ccc3nnc(-c4ccccn4)n3n2)c1 | 8.6% | -0.4 | 29.1 | -2.9% | 4.2 | -6.7% | -11.3 | 0.3 | -2.2%
CC1=NN(C(=O)c2csc(C(C)C)c2)C(O)(C(F)(F)F)C1 (centres undefined) | 2.7% | 1.0 | 16.2 | -18.5% | -4.2 | 5.5% | 1.4 | 2.3 | -0.5%
Cc1ccc(S(=O)(=O)NCCC(=O)NC2CCN(Cc3ccccc3)CC2)cc1 | 0.8% | -8.7 | 34.8 | -24.6% | -5.0 | -2.4% | -4.3 | -0.3 | 0.2%
NC(=O)c1ccc(C(=O)c2ccc([N+](=O)[O-])cc2)cc1 | -0.3% | -9.1 | -19.8 | -11.2% | -4.5 | -1.4% | 4.8 | 7.3 | 0.1%
CC(C)(C)c1ccc(C(=O)NC(=O)COC(=O)c2ccco2)cc1 | 0.3% | -7.3 | -7.1 | -1.3% | -3.8 | 4.0% | -3.2 | 3.2 | -3.9%
O=C(O)CCC(=O)N1CCOc2ccc(Cl)cc21 | -1.7% | 0.5 | -7.1 | -4.9% | 2.5 | -3.6% | -1.2 | 1.4 | -2.6%

Complete entries as entered above.
`CC1CN(C(=O)COC(=O)/C=C/c2cccc([N+](=O)[O-])c2)CC(C)O1` (centres undefined) in the list: RXFP1 ag = nt; D2 potentiator = nt; D1 antag = nt; Vif-APOBEC3F blk = 2.9%; D1 potentiator = nt; GRP78 ERSR act = -3.2%; LDHA inh = -5.5; D1 agonist = nt; Vif-APOBEC3G blk = -0.7%
`Cc1ccc(S(=O)(=O)NCCC(=O)NC2CCN(Cc3ccccc3)CC2)cc1` in the list: RXFP1 ag = 0.8%; D2 potentiator = -8.7; D1 antag = 34.8; Vif-APOBEC3F blk = -24.6%; D1 potentiator = -5.0; GRP78 ERSR act = -2.4%; LDHA inh = -4.3; D1 agonist = -0.3; Vif-APOBEC3G blk = 0.2%

Next structures.
SMILES | RXFP1 ag | D2 potentiator | D1 antag | Vif-APOBEC3F blk | D1 potentiator | GRP78 ERSR act | LDHA inh | D1 agonist | Vif-APOBEC3G blk
Cc1cccc(NC(=O)CNC(=O)COc2ccc(-c3ccc(C#N)cc3)cc2)c1C | 0.2% | -0.7 | -21.2 | 8.6% | 0.3 | -3.5% | -10.3 | 9.2 | 6.1%
Cc1ccc(S(=O)(=O)N2CCOC2CNC(=O)C(=O)NCc2ccc3c(c2)OCO3)cc1 (centres undefined) | 0.2% | -2.7 | -1.9 | -4.9% | -7.2 | -0.3% | -2.5 | 0.1 | 1.5%
Cc1nnc(NC(=O)CSc2nc3[nH]ncc3c(=O)[nH]2)s1 | 10.7% | 9.0 | 7.4 | -3.1% | -5.8 | -0.1% | -2.9 | 0.6 | 4.3%
CCC(=O)c1ccc(OCC(=O)NCC2COc3ccccc3O2)cc1 (centres undefined) | 0.6% | 7.4 | -18.3 | 2.5% | -2.2 | -4.2% | -9.7 | 1.8 | 2.0%
O=C(Nc1cccc(-n2cccn2)c1)C1CCCN(Cc2ccc(C#CCCO)cc2)C1 (centres undefined) | 0.1% | -22.7 | 2.7 | 2.8% | -13.4 | -3.0% | -5.5 | 10.4 | -6.0%
O=S(=O)(N/N=C\c1ccc2c(c1)OCO2)c1ccc(Cl)cc1 | -4.4% | 14.5 | -11.5 | -6.6% | -3.1 | -1.9% | -2.2 | 2.5 | -1.9%
COc1ccc(CCNC(=O)CSc2nc3[nH]ncc3c(=O)[nH]2)cc1OC | 1.6% | -1.3 | 6.4 | -8.3% | 0.9 | -1.1% | -5.9 | 4.8 | -3.2%
COC(=O)C1CCN(c2cc(=O)n(-c3ccccc3Cl)c(=O)[nH]2)CC1 | -1.0% | 7.2 | 9.5 | -4.6% | 3.5 | -3.5% | -0.6 | 2.1 | 1.2%
CC(=O)N1c2ccc(S(=O)(=O)NCC3CCC(C(=O)NC4CCCCC4C)CC3)cc2CC1C (centres undefined) | -1.7% | -2.4 | -27.3 | -14.8% | -11.4 | -1.7% | -1.6 | 1.1 | 9.7%
CC(=O)N1CCN(S(=O)(=O)c2cccc(C(=O)OCC(=O)N(CCC#N)c3ccc(F)cc3)c2)CC1 | 1.1% | 13.8 | 4.0 | -3.6% | -2.6 | -1.4% | -0.3 | 1.3 | 2.2%
Cc1nc2c(c(=O)n1CCC1=CCCCC1)c1nc3ccccc3nc1n2/N=C/c1ccccc1 | 7.3% | -2.2 | -5.1 | -20.7% | 1.1 | 0.0% | -0.3 | 3.6 | -0.1%
Cn1c(=O)c2c(nc(NCCc3ccccc3)n2Cc2ccccc2Br)n(C)c1=O | -0.7% | 6.4 | -1.7 | 0.0% | -1.9 | -0.4% | -10.2&-13.8 | 2.1 | 1.8%
COc1ccc(CCN2C(=O)CN=C2Nc2ccc(F)cc2)cc1OC | 0.9% | -1.9 | -39.3* | 4.2% | 2.3 | -7.0% | -12.4 | -0.3 | 0.9%
CCc1ccc(S(=O)(=O)Nc2c(C)nn(C)c2C)cc1 | 0.8% | -4.6 | -7.6 | 0.0% | -2.4 | -2.2% | 0.0 | 6.5 | 0.2%
CC(SC1=Nc2ccccc2C2CC=NN12)C(=O)NC1(C#N)CCCCC1 (centres undefined) | 2.4% | -28.9 | 18.2 | 6.9% | -2.9 | ? | -1.7 | 1.0 | -1.4%
CC(NC(=O)c1ccc2c(c1)OCO2)C1CCCO1 (centres undefined) | 0.3% | 1.2 | 3.1 | 1.1% | 0.9 | 2.9% | -7.7 | -0.5 | 0.4%

Not all compounds are listed; the hit share may differ from the screen's.
